High-throughput results from PubChem.
MEKK2wt PB1 HTS – raises or lowers MEK5 binding to wildtype human MEKK2 PB1 domain | bead flow cytometry, Alexa488-MEK5 binding to MEKK2 WT; actives lie on both sides | AID 1531 | binding response (% of control), % at 10 µM | 290,000 compounds, 1.1% hits | Q9Y2U5; in the data active means binding response below about 67% or above about 130%
NALP1 yeast inh – inhibitors of NALP1 inflammasome in yeast | S. cerevisiae NALP1/ASC/caspase-1 growth, X-gal OD620, 72 h | inhibition, % at 10 µM | 280,000 compounds, 0.61% hits | AID 2071; in the data active means inhibition mostly above about 24%, no sharp cut-off; inactive means mostly below about 32%; further: some compounds called inactive have numbers as strong as hits
MEKK3 PB1 HTS – MEKK3-MEK5 PB1 interaction, increase or decrease; Q99759; bead-based flow cytometry, Alexa488-MEK5 binding to MEKK3; actives lie on both sides; 0 = blocked by unlabeled MEK5, 100 = vehicle; binding response (% of control), % at 10 µM; 290,000 compounds, 1.4% hits;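 active means binding response more than 3 SD above or below the average of its plate-row segment, actives on both sides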;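 further: Alexa488 bead fluorescence after subtracting the streptavidin-only scavenger bead signal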
p-CIP stab down – lowers stability of the mouse p/CIP coactivator protein; Q05BA5; F442A p/CIP-EGFP cells, EGFP fluorescence, 16 h; decrease of EGFP signal, % at 10 µM; 290,000 compounds, 0.01% hits; AID 1984;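 active means EGFP signal decrease of at least 30% at 10 µM or well 3 SD below plate mean, unless failing retest; inactive means the rest, including hits failing retest or dose response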; further: some compounds called inactive have numbers as strong as hits; many of its hits are not listed in these tables
IDE cell inh – inhibits human insulin-degrading enzyme in HEK cells. AID 434962. inhibition, % at 5.59 µM. 320,000 compounds, 0.41% hits. P14735. FAbetaB cleavage, fluorescence polarization;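 active means percent inhibition above the average of all tested compounds plus 3 SD, set per screening campaign, cut at about 16% in these data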;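 further: IDE supplied by intact live HEK cells; FP after avidin binding of uncleaved biotin substrate so inhibition keeps polarization high; 0% = DMSO wells and 100% = 60 µM reference IDE inhibitor Ii1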
MEKK2 mut-MEK5 – signal of MEK5 binding to mutant human MEKK2 PB1 domain | bead flow cytometry, Alexa488-MEK5 binding to MEKK2 mutant | percent response, % at 10 µM | 290,000 compounds, 0.35% hits | AID 1530; in the data active means percent response above about 24%, passing the limit was not always enough; further: inactives centre near 1; some results filed as inactive read as strong as hits; reference of the scale not given here
IDE cell activ – boosts human insulin-degrading enzyme activity in HEK cells; P14735; FAbeta-B cleavage, fluorescence polarization; 0% vehicle, 100% cell-free pure enzyme wells; activation, % at 5.96 µM; 340,000 compounds, 0.073% hits; AID 493087;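 active means activation above the mean of all tested compounds plus 3 SD, set per screening campaign, cut at about 17% in these data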
M18AAP inhibitor – blocks P. falciparum M18 aspartyl aminopeptidase. recombinant PfM18AAP, H-Glu-NHMec fluorogenic cleavage. 290,000 compounds, 1.2% hits. inhibition, % at 7.35 µM;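 active means inhibition above the campaign mean inhibition over all tested compounds plus 3 SD, cut at about 28% in these data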;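 further: 0% = plate median of test compound wells and 100% = 2 mM ZnCl2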
UBC9 SUMO inh – SUMOylation inhibition; P63279; AID 2006; inhibition, % at 35 µM; HTRF SUMOylation assay, SAE1/SAE2 + UBC9, in vitro; 290,000 compounds, 0.36% hits; in the data active means inhibition above about 50%, passing the limit was not always enough; further: strong numbers were not always called active
Numbers without * were called inactive; . = not tested or not shown; [ ] = dose if it differs, or a comment. These rows are one share of the data; the hit share may differ from the screen's.

compound	MEKK2wt PB1 HTS	NALP1 yeast inh	MEKK3 PB1 HTS	p-CIP stab down	IDE cell inh	MEKK2 mut-MEK5	IDE cell activ	M18AAP inhibitor	UBC9 SUMO inh
O=c1oc2ccccc2c(NC2CCCCC2)c1NS(=O)(=O)c1ccc(F)c(Cl)c1	96	3	99	-2	-5	2	4	-7	8
CC(=O)Nc1ccccc1NC(=O)C/C(C)=N/NC(=O)C(=O)Nc1cccc(Cl)c1C	106	9	102	-6	-3	0	-6	-32	10
CCc1ccc(NC(=S)Nc2ccc3[nH]c(=O)[nH]c3c2)cc1	95	11	91	-2	-2	-5	9	-16	5
CCNc1ccc([N+](=O)[O-])cc1	90	-6	95	-11	3	-1	-1	4	14
CCCC(=O)Nc1ccc(C=C(C(C)=O)C(C)=O)cc1	90	1	89	-14	8	-15	.	-14	15
CC(=O)Nc1ccc(/C(C)=N/NC(=O)c2ccc(F)cc2)cc1	101	28	101	-12	0	2	0	3	-3
O=C(Cn1nc(Cc2cccnc2)c2ccccc2c1=O)NCc1ccc(F)cc1	104	-20	105	-5	5	6	3	1	2
Cc1ccc(CC(C(=O)O)C(C)C(=O)Nc2ccc(F)cc2)cc1 (stereo not given)	108	8	102	-5	.	6	5	-7	9
C=CCNCCCCOc1ccc(OCc2ccccc2)cc1	106	11	104	-5	-7	1	5	-14	4
Cn1cnc(NCc2ccccc2)c1[N+](=O)[O-]	98	-5	102	-4	-6	4	.	1	21
Cc1cccc(CSCCNC(=O)CCSc2ccccc2)c1	101	34	99	-1	2	0	7	2	-13
O=c1nc(N2CCCCC2)nc(Nc2ccccc2)[nH]1	99	3	99	7	-3	3	4	2	4
O=C1CCN(Cc2ccc(O)cc2)CCN1CCO	103	24	101	2	7	3	0	4	5
COc1cccc(OC)c1C(=O)NC(=S)N1CCN(c2ccc(C(F)(F)F)cc2[N+](=O)[O-])CC1	98	4	100	-12	-4	2	0	0	18
O=C(COC(=O)c1cccs1)Nc1ccccc1[N+](=O)[O-]	93	-1	91	2	5	-4	3	0	-4
O=C(CCC(=O)OCC(=O)c1ccc(Cl)cc1)NC1CCCCC1	102	14	105	-17	4	-1	6	4	16
Cc1cc(OC(=O)c2cc(Br)ccc2Cl)c([N+](=O)[O-])c(=O)[nH]1	105	11	105	1	-3	2	-3	2	6
CC(C)c1ccc(NC(=O)Nc2cc3sccc3n2C)cc1	97	36	101	-9	-1	7	10	5	-5
FC(F)(F)c1ccc(-n2ccnc2)nc1	108	-5	107	-13	6	4	3	-5	-8
CCOc1ccc(CCNC(=O)C2CC(=O)N(C3CCCC3)C2)cc1OCC (stereo not given)	99	1	99	-7	0	0	-7	5	-17
CCOC(=O)c1sc(NC(=O)c2cncc(Br)c2)nc1C	101	6	112	-15	.	6	.	1	13
O=C(NCCO)Nc1ccc2nc(-c3ccco3)c(-c3ccco3)nc2c1	79	7	87	1	-2	-10	.	37*	98*
COc1ccccc1CNC(=O)COc1cc2c(c3oc(=O)cc(C)c13)CCC(C)(C)O2	96	14	96	1	-1	1	6	7	21
COc1cccc(C(=O)OCCCOC(=O)c2cccc(OC)c2OC)c1OC	102	15	97	-3	-8	4	-3	1	1
Cc1cccc(C(=O)Nc2ccnc(-c3cccnc3)n2)c1	91	-10	98	-11	44*	-11	-26	-1	15
O=C(N1CCOCC1)N1CCN(c2ccc(F)cc2)CC1	99	2	102	4	4	0	-3	-13	6
COC(=O)C1(C(O)C(=O)c2ccc(C)cc2C)CCCCC1 (stereo not given)	107	18	103	-9	-1	4	-5	-8	0
COc1cc2c(cc1OC)C(/C=C/c1ccco1)=NCC2	96	9	95	-2	.	3	-7	8	23
O=C(OC(C(=O)Nc1ccc([N+](=O)[O-])cc1Br)c1ccccc1)c1ccccc1 (stereo not given)	98	-10	103	-5	6	-1	3	1	7
COc1cc(/C=N/n2cnnc2)ccc1OCc1ccccc1	102	-3	101	-9	0	1	4	9	6
Cc1nn(C(=O)N2CCOCC2)c(C)c1CN1C(=O)c2ccccc2C1=O	103	.	101	.	0	-3	3	-11	.
CC(C)N(C)C1CCN(C(=O)Nc2ccc(Cl)c(Cl)c2)CC1	110	-1	103	-2	4	6	2	0	13
CCOC(=O)c1nn(-c2ccc(Cl)cc2)c2nnc(Cc3ccccc3)c(=O)n12	105	14	104	-11	-2	-1	2	-8	13
CCCCn1c(=O)[nH]c(=O)c2c1nc(COc1ccc(C#N)cc1)n2CCC	98	-1	98	-2	1	-2	-1	6	12
CCCCN(C)CCN1C(=O)C2C(C(=O)Nc3ccc(C)cc3)C3C=CC2(O3)C1C(=O)NC1CCCCC1 (stereo not given)	101	12	99	0	6	-4	0	-5	-5
C=CCN(C(=O)CNC(=O)c1ccco1)C(C(=O)NC1CCCCC1)c1ccccc1F (stereo not given)	114	18	113	-8	1	6	4	-1	-11
Cc1onc(-c2ccccc2)c1C(=O)NCCN1CCOCC1	.	13	.	-2	-1	.	0	2	9
COc1ccc(CCNC(=O)CSc2c[nH]c3ccccc23)cc1OC	109	7	117	-1	-5	9	8	6	-13
CCN1CCCC1CN(Cc1cc2ccc(C)c(C)c2[nH]c1=O)C(=O)Nc1ccccc1OC (stereo not given)	110	19	104	-4	1	10	2	3	1
Cc1nn(C(CC(=O)O)C(=O)O)c(C)c1Br (stereo not given)	92	5	97	4	0	2	1	-3	0
CCOc1ccc(NC(=O)CSc2nccn2Cc2ccco2)cc1	107	-3	100	-11	0	4	6	4	-7
CCc1ccc(N2C(=O)CN(Cc3sccc3C)C2=S)cc1	101	2	97	-3	5	-1	3	4	6
Cc1ccc(NC(=O)/C=C/c2ccc([N+](=O)[O-])s2)cc1	99	30	101	-20	1	-2	2	-5	30
Cc1ccc(-c2nnc(N3CCCCC3)c3ccccc23)cc1S(=O)(=O)NCC1CCCO1 (stereo not given)	95	37	98	-2	7	-3	6	-6	1
COc1ccc(CCNC(=O)C(C)OC(=O)c2cccs2)cc1OC (stereo not given)	100	3	95	-6	1	1	1	10	0
Cc1cccc(NC(=O)CN2C(=O)N/C(=C\c3ccc(-c4cccc(C(=O)O)c4)o3)C2=O)c1	52*[inhibitor]	.	70*[inhibitor]	-4	-2	-31	1	4	25
O=C(N/N=C/C(Br)=C/c1ccccc1)c1cccnc1	96	-12	96	-17	-1	2	-2	14	5
Cc1cc(C(=O)N2CCC(C(F)(F)F)n3nccc32)on1 (stereo not given)	99	11	95	-4	4	-1	-3	-14	-4
O=C(NC1CCCCC1)C(=S)NCCc1ccccc1	97	-8	102	-10	3	-4	1	25	2
O=C(O)Cc1sc(-c2cccnc2)nc1-c1ccc(Br)cc1	90	-10	100	11	1	-6	-3	9	3
CNc1ccc(Br)cc(C(=O)/C=C/c2cc(OC)ccc2OC)c1=O	88	20	94	-1	8	3	-9	21	39
CCNC(=S)NNC(=O)c1cc(-c2ccccc2C)nc2ccccc12	97	9	100	0	0	-1	-1	-9	-37
CSC(=NCc1ccc(F)cc1)NS(=O)(=O)c1cccs1	114	16	96	5	2	12	-1	-5	-4

Just UBC9 SUMO inh and IDE cell activ, for five of the compounds above:
Molecule | UBC9 SUMO inh | IDE cell activ
O=C(NCCO)Nc1ccc2nc(-c3ccco3)c(-c3ccco3)nc2c1 | 98* | .
COc1ccccc1CNC(=O)COc1cc2c(c3oc(=O)cc(C)c13)CCC(C)(C)O2 | 21 | 6
COc1cccc(C(=O)OCCCOC(=O)c2cccc(OC)c2OC)c1OC | 1 | -3
Cc1cccc(C(=O)Nc2ccnc(-c3cccnc3)n2)c1 | 15 | -26
O=C(N1CCOCC1)N1CCN(c2ccc(F)cc2)CC1 | 6 | -3

Of the compounds above, five have a furan ring, fused or not.
compound	MEKK2wt PB1 HTS	NALP1 yeast inh	MEKK3 PB1 HTS	p-CIP stab down	IDE cell inh	MEKK2 mut-MEK5	IDE cell activ	M18AAP inhibitor	UBC9 SUMO inh
O=C(NCCO)Nc1ccc2nc(-c3ccco3)c(-c3ccco3)nc2c1	79	7	87	1	-2	-10	.	37*	98*
COc1cc2c(cc1OC)C(/C=C/c1ccco1)=NCC2	96	9	95	-2	.	3	-7	8	23
C=CCN(C(=O)CNC(=O)c1ccco1)C(C(=O)NC1CCCCC1)c1ccccc1F (stereo not given)	114	18	113	-8	1	6	4	-1	-11
CCOc1ccc(NC(=O)CSc2nccn2Cc2ccco2)cc1	107	-3	100	-11	0	4	6	4	-7
Cc1cccc(NC(=O)CN2C(=O)N/C(=C\c3ccc(-c4cccc(C(=O)O)c4)o3)C2=O)c1	52*[inhibitor]	.	70*[inhibitor]	-4	-2	-31	1	4	25
